E-selectin induc – E-selectin induction in HUVECs, primary screen, imaging, HUVEC, immunofluorescence imaging, single point | normalized: neutral wells 0, TNF-alpha wells 100 | P16581 | 260,000 tested, 0.37% active | AID 686992, 2013 | activation, % at 7.58 µM;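 active means mean E-selectin-positive cell signal at least 10% of the positive control, reached in at least 60% of replicates, without over 20% cell loss; inconclusive means no rule given, readout overlaps actives, possibly toxicity-flagged; inactive means the rest, including those meeting only one limit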;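 further: in these data hits start at about 27%; measured in HUVEC primary endothelial cells; signal is the percent of cells scored E-selectin positive by PE staining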
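assay system = HUVEC, human umbilical vein endothelial cells | input = 3,000 HUVEC seeded per well | medium = EGM-2 growth medium on 0.1% gelatin-coated wells | dosing = one compound dose added by pin transfer | signal = immunofluorescence imaging | read-out basis = % PE-positive cells | control set = TNF-alpha, DMSO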
ERAP1 inh – human ERAP1 aminopeptidase inhibitors, primary screen, biochemical, single point, plate reader | Endoplasmic reticulum aminopeptidase 1 (Homo sapiens), Q9NZ08 | recombinant ERAP1, Leu-AMC fluorescence, 60 min | inhibition, % at 10.7 µM | 340,000 tested, 0.15% active | AID 652197, 2013;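 active means mean replicate inhibition of at least 30%, or all replicates individually reaching that 30% level; inactive means mean below 30% and not every replicate reaching it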;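 further: 0% = neutral control wells and 100% = L-leucinethiol positive control wells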
RAD54 inh – inhibitors of human RAD54 branch migration, primary screen, biochemical, fluorescence, single point; inhibition, % at 10.4 µM; RAD54 Holliday junction branch migration, FAM/BHQ fluorescence; 360,000 tested, 0.14% active; DNA repair and recombination protein RAD54-like (Homo sapiens), Q92698;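 active means mean normalized replicate activity at least 40 and at least half of replicates scoring 40 or more; inconclusive means only one of the two criteria met; inactive means mean below 40 and under half of replicates reaching 40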;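 further: 0% = median of neutral control wells and 100% = median of positive control wells; inhibitors cause a drop in the FAM fluorescence signal; in these data hits start at about 50%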
Target sequence (Q92698 whole entry, looked up): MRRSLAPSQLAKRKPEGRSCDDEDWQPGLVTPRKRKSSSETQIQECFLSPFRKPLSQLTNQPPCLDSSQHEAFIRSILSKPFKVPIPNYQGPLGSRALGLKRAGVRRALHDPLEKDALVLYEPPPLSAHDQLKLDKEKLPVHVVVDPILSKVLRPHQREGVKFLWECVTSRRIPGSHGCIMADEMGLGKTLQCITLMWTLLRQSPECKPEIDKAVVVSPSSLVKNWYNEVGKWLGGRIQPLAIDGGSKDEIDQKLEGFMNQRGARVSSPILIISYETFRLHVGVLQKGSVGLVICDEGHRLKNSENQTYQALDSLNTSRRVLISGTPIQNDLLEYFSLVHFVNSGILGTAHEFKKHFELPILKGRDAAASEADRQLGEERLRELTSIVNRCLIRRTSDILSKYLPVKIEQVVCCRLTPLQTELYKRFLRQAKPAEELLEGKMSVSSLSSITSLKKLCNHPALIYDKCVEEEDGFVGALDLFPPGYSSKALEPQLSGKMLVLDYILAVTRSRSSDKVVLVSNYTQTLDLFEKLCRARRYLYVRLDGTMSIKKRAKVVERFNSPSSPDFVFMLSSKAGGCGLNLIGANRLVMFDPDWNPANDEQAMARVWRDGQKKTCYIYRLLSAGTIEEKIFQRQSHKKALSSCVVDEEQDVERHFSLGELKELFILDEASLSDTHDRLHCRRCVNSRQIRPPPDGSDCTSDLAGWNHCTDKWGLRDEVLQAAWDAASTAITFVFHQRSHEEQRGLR
S100A4 MyoIIA – inhibitors of S100A4-myosin IIA peptide binding, primary screen, biochemical, fluorescence polarization, TAMRA-MyoIIA peptide. Protein S100-A4 (Homo sapiens), P26447. inhibition, % at 10.7 µM. 360,000 tested, 0.14% active;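 active means mean inhibition of at least 70% across replicates, with every replicate also reaching that level; inconclusive means mean inhibition reaches 70% but some replicates fall short; inactive means mean inhibition below 70%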
Target sequence (P26447 whole entry, looked up): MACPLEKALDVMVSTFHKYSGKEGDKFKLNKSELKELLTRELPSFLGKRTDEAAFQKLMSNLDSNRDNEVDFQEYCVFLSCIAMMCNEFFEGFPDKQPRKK
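assay system = human S100A4 monomer with TAMRA-labelled myosin IIA peptide | also added = labelled myosin peptide probe, 5 nM | incubation = 5 min between mix addition and reading | control set = DMSO and TFP controls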
ERp5 inh – inhibitors of ERp5-driven insulin aggregation, primary screen, biochemical, turbidity, absorbance 650 nm, single point; 90 min; inhibition, % at 9.99 µM; 350,000 tested, 0.05% active;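 active means mean replicate inhibition above about 25%, with every replicate also reaching it, limit read from the data, passing the limit was not always enough; inconclusive means only one of those two criteria met; inactive means neither criterion met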
XiGFP reactiv – activators of inactive X chromosome reactivation, primary screen, imaging, XiGFP fibroblasts, GFP high-content imaging, set 2; XiGFP mouse fibroblasts, % GFP-positive cells imaging, 3 d; cells co-treated with 5-aza-dC sensitizer; scaled so ellipticine positive control = 100%; activation, % at 7.58 µM; 360,000 tested, 0.055% active;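 active means mean normalized replicate activation at least 10% and every replicate at or above 10%; inconclusive means only one of the two criteria met; inactive means mean below 10% and not all replicates reach 10%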;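 further: 0% = median of on-plate neutral control wells and 100% = ellipticine 6 µM median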
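Material: XiGFP fibroblasts, SV40-immortalized. Buffer or medium: DMEM plus 5-aza-dC sensitizer. Compound: single concentration per compound, delivered by pin transfer. Times: 3 days compound exposure. Controls: ellipticine 6 µM.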
RAD52 inh – RAD52 DNA annealing inhibitors, primary screen, biochemical, FRET, single point, set 2; recombinant RAD52 DNA annealing, FRET fluorescence; DNA repair protein RAD52 homolog (Homo sapiens), P43351; inhibition, % at 18.7 µM; 360,000 tested, 0.46% active;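 active means every replicate showing at least 50% inhibition; inconclusive means mean inhibition at least 50% but not in every replicate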
esBAF inh – Bmi1 luciferase reporter increase in mESCs, primary screen, esBAF inhibitor project, mouse ES cells, Bmi1 luciferase knock-in, single point; 24 h; 100% = twice the neutral-well signal; reporter increase, % at 12.5 µM; 350,000 tested, 2% active; AID 602393, 2012; in the data active means activation above about 40%; inconclusive means no clear call, values can overlap the other calls;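 further: 0% = median of the plate's neutral control wells and 100% = double that signal; a rise in the Bmi1 reporter signal indicates esBAF inhibition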
* marks the source's active call; other numbers are inactive results; ? = inconclusive; nt = not tested or not shown.

Sequence of screens: E-selectin induc	ERAP1 inh	RAD54 inh	S100A4 MyoIIA	ERp5 inh	XiGFP reactiv	RAD52 inh	esBAF inh
> COC(=O)C1=C(c2ccc(OCc3ccccc3)cc2)C[C@@H]2CC[C@H]1N2C(=O)NCCCc1ccccc1
  0.3	-2	-3	-1	1	0.0	-8	-2
> CCNC(=S)NCCC1=c2ccccc2=N/C1=C\c1c(O)n(C)c(=O)n(C)c1=O
  0.0	1	-8	-9	4	0.0	-12	-10
> O=C(Cc1ccccn1)N1CCCCN2[C@H](CO)[C@H](c3ccc(-c4ccc(F)cc4)cc3)[C@H]2C1
  0.4	1	2	0	-1	0.3	-24	nt
> CC(C)(C)C(=O)N1Cc2cc(N3CCCCC3)ccc2-n2nncc2C1
  -0.1	-2	4	-15	4	0.2	-33	-4
> CC(Cc1ccsc1)NCc1cn[nH]c1-c1ccc(F)cc1F (configuration not stated)
  0.0	-2	-29	-1	0	-0.2	-27	-4
> CN1OC[C@@H]2CN[C@H](c3ccccc3Br)C[C@@H]21
  0.1	3	8	-16	-1	0.0	-30	-3
> CN(C)C(=O)Oc1ccc2c(c1)O/C(=C\c1ccccc1)C2=O
  0.1	-8	-7	-4	0	0.0	-6	47*
> COC(=O)[C@H]1[C@H](CO)[C@H]2Cn3c(ccc(C4=CCCC4)c3=O)[C@@H]1N2CC1CCCC1
  0.6	1	nt	-13	-5	0.0	-25	nt
> COc1cc(OC)c(OC)cc1/C=C1/C(=O)NC(=O)N(Cc2ccccc2)C1=O
  0.3	5	-9	13	-4	0.2	-41	nt
> O=C(Cc1ccccn1)N1CCCCN2[C@@H](CO)[C@H](c3ccc(C#Cc4ccccc4)cc3)[C@@H]2C1
  -0.5	0	-6	-6	-7	0.0	-18	nt
> O=S1c2ccccc2-c2ccccc21
  -0.1	-1	-5	-1	2	0.2	-7	-2
> COc1ccc(C2N(c3cc(C)on3)C(=O)C3CCCN32)cc1 (configuration not stated)
  0.8	-2	nt	1	3	0.2	-7	nt
> CS(=O)(=O)c1ccc(C2=C(CNC(=O)c3cccs3)[C@H]3CC[C@@H](C2)N3CCOc2ccccc2)cc1
  -1.2	10	1	-5	3	0.2	-9	-3
> N#CC(C#N)=Cc1cccnc1
  3.2	1	nt	-8	0	0.1	-23	nt
> C=CCn1c(O)c(C(CC)=Nc2ccc3c(c2)CCC3)c(=O)[nH]c1=O
  nt	-2	nt	-8	0	0.2	-10	nt
> Cc1ccccc1N
  nt	0	1	-1	2	nt	-11	3
> O=C(CCC(=O)N1CCOc2ccc(Cl)cc21)N1CCC2(CC1)OCCO2
  nt	2	2	-2	0	0.0	-29	2
> COc1ccc2[nH]cc(CCN)c2c1
  nt	nt	-1	2	1	nt	-12	-9
> CC(Cc1cccs1)NCc1ccc(Cl)cc1 (configuration not stated)
  1.4	1	nt	-2	2	0.0	-9	nt
> C[N+]1(C)[C@@H]2CC[C@H]1CC(OC(=O)C(CO)c1ccccc1)C2 (some centres not stated)
  -0.2	2	9	-15	8	0.0	-9	-4

Retrieved by compound from the entries so far, 2 records:
Sequence of screens: E-selectin induc	ERAP1 inh	RAD54 inh	S100A4 MyoIIA	ERp5 inh	XiGFP reactiv	RAD52 inh	esBAF inh
> CN1OC[C@@H]2CN[C@H](c3ccccc3Br)C[C@@H]21
  0.1	3	8	-16	-1	0.0	-30	-3
> COc1ccc2[nH]cc(CCN)c2c1
  nt	nt	-1	2	1	nt	-12	-9

(further entries)
Sequence of screens: E-selectin induc	ERAP1 inh	RAD54 inh	S100A4 MyoIIA	ERp5 inh	XiGFP reactiv	RAD52 inh	esBAF inh
> COc1ccccc1NC(=O)c1cn(CCC#N)nc1-c1cccc(Cl)c1
  nt	-1	-1	3	6	0.0	-12	-3
> CC1CC(OP(O)(=S)c2ccc(N(C)C)cc2NC(=O)c2cccs2)CC(C)(C)C1 (configuration not stated)
  0.2	-2	nt	-1	-3	0.4	-18	nt
> COc1ccc(CNCCc2ccc(Cl)cc2)c(OC)c1OC
  0.2	-5	-5	0	-1	0.0	-2	-5
> CNC(=S)N1CCn2cccc2C1c1cccnc1 (configuration not stated)
  2.5	-4	-7	-2	2	-0.1	-12	-12
> O=C(NC1CONC1=O)OCC(Cl)(Cl)Cl (configuration not stated)
  0.3	0	nt	1	5	0.2	-16	nt
> C#CC1(O)C=CC2C3CCC4=CC(=O)CCC4C3CCC21CC (configuration not stated)
  0.1	-3	-6	-3	-1	0.2	-3	-1
> COC(=O)C1=C(c2ccc(F)cc2OCc2ccccc2)C[C@@H]2CC[C@H]1N2C(=O)NCc1ccc(OC)cc1
  0.0	nt	13	-24	8	-0.3	-10	3
> CC(=NCCc1c[nH]c2ccccc12)c1c(O)n(Cc2ccccc2)c(=O)[nH]c1=O
  0.2	nt	2	-5	4	0.2	-31	-2
> COc1ccc(N2C(=O)/C(=C/c3cccs3)C(=O)NC2=S)cc1
  0.2	nt	8	-34	?	0.2	-62	-4
> COCCN(C(=O)COC(=O)Cc1ccccc1)c1c(N)n(Cc2ccccc2)c(=O)[nH]c1=O
  -1.1	-4	2	-2	-5	0.0	-13	-1
> C1=C(c2ccccc2)CCNC1
  nt	2	0	-3	-4	0.2	-4	-3
> C=CC1CN2CCC1CC2[C@@H](OC(=O)c1ccc(OC)cc1)c1ccnc2ccccc12 (some centres not stated)
  -2.5	-5	5	0	2	-0.1	15	0
> CCc1ccc(N2C(=O)NC(=O)/C(=C/c3cccn3CCOc3ccc(C(C)CC)cc3)C2=O)cc1 (configuration not stated)
  15	-1	nt	1	2	0.3	-207	nt
> CCOP(=O)(OCC)C(NC(=O)c1ccc(C)cc1)C(Cl)(Cl)Cl (configuration not stated)
  0.6	nt	-1	nt	nt	0.1	nt	-1
> CN1CC(C(=O)c2ccc(Cl)cc2)C(c2ccccc2F)C1 (configuration not stated)
  2.9	5	nt	3	0	0.0	-4	nt
> C[C@H](CO)N1C[C@H](C)[C@H](CN(C)C(=O)Oc2ccc3ccccc3c2)OCc2cn(nn2)CCCC1=O
  -0.2	3	-7	7	2	0.5	6	3
> O=C1C2CCN(CC2)C1(CO)CO
  nt	1	1	-3	5	0.0	-7	-3
> N#CC(C#N)=Cc1ccc(N2CCOCC2)cc1
  0.4	nt	-4	1	2	-0.2	-10	-6
> CCc1ccc2nc(N3CCC(C(=O)N4CCC5(CC4)OCCO5)CC3)sc2c1
  -0.1	3	2	-4	4	0.0	-35	nt
> O=C(NCc1cccnc1)Nc1ccccc1Cl
  0.3	1	-9	-2	1	0.2	-2	-7
> C[n+]1c(-c2ccccc2)cc(CCCCc2cc(-c3ccccc3)[n+](C)c(-c3ccccc3)c2)cc1-c1ccccc1
  0.2	1	-27	-8	1	0.1	29	7
> CC(=O)OC1CC[C@]2(C#N)[C@H]3CC[C@]4(C)[C@H](C5C=CC(=O)O5)CCC4(O)C3CCC2(O)C1 (some centres not stated)
  1.5	-6	2	-1	5	0.0	-7	-5
> CCN1C[C@]2(COC)CC[C@H](OC)[C@@]34C1[C@]1(OCO[C@@]15C[C@H](OC)[C@H]1C[C@@H]3[C@@H]5[C@H]1OC)[C@@H](O)[C@H]24
  ?	-1	-9	-4	1	0.0	-10	-6
> C[C@H](CO)N1C[C@H](C)[C@@H](CN(C)C(=O)Oc2cccc3ccccc23)OCc2cnnn2CCCC1=O
  -0.1	-3	-2	-5	-8	0.4	2	1
> CCc1c(-c2ccccc2)nc2ccccc2c1C(=O)N1CCC2(CC1)OCCO2
  nt	2	2	1	-2	0.0	-11	-5
> CCCCn1c(=O)c(C(=O)NCc2ccco2)c(O)c2ccccc21
  nt	-3	nt	0	-4	-0.1	8	nt
> CN1CCCN(C(=O)COc2ccccc2Br)CC1
  -0.3	-3	1	2	12	-0.1	-7	-9
> CCOC(=O)CNC(=O)N1Cc2cc(N3CCOCC3)ccc2-n2nncc2C1
  0.3	-1	10	-2	-8	nt	-4	-5
> COC1=C(C)C(=O)C2=C(C1=O)C(CO)N1C(C#N)C3CC4C(C1C2N1CCOC41)N3C (configuration not stated)
  nt	-4	nt	7	-7	0.2	-34	nt
> COC(=O)C1=C(c2ccccc2OCc2ccccc2)C[C@@H]2CC[C@H]1N2C(=O)NCc1ccc(C(C)(C)C)cc1
  -0.3	4	5	-5	-6	0.0	-15	-2
> COC(=O)C1=C(c2ccc(OC)c(OC)c2)C[C@@H]2CC[C@H]1N2C(=O)NCCOc1ccc(OC)cc1
  0.0	nt	-1	-9	1	0.6	-10	1
> CC(Cc1ccccc1)NC(=O)Cc1ccc([N+](=O)[O-])cc1 (configuration not stated)
  nt	-2	-4	-7	-1	0.0	-2	3
> O=c1[nH]c(O)c(N=Nc2ccc3c(c2)OCCO3)c(=O)[nH]1
  nt	11	nt	-3	4	0.0	-9	nt
> Nc1ccc(CCN2CCCC2)cc1
  nt	-1	?	-4	1	0.0	94*	-6
> N#CC1c2ccccc2-n2nncc2CN1S(=O)(=O)c1ccccc1 (configuration not stated)
  -0.4	-1	-5	-1	-7	0.0	2	-7
> CN(C)C1(c2nnnn2-c2ccc(Cl)cc2)CCCCC1
  0.0	nt	7	0	-2	0.1	-1	10
> N#C[C@H](O[C@@H]1O[C@H](CO[C@@H]2O[C@H](CO)[C@@H](O)[C@H](O)[C@H]2O)[C@@H](O)[C@H](O)[C@H]1O)c1ccccc1
  0.5	nt	-6	-2	2	0.0	1	1
> O=C1CC(c2cccnc2)=NN1c1ccccc1
  -0.6	-4	-5	0	1	0.0	-4	7
> CC(C)OC(=O)C1C2c3ccccc3C(c3ccccc32)C1C(=O)O (configuration not stated)
  1.0	1	nt	4	4	0.0	-4	nt
> O=C(Cc1cccnc1)N1CCCCN2[C@H](CO)[C@H](c3ccc(C#CC4CCCC4)cc3)[C@@H]2C1
  0.3	0	-7	-3	-3	0.3	-18	-11
> NP(=O)(OCCCc1ccccc1)c1ccccc1 (configuration not stated)
  -0.1	-2	1	4	-5	0.0	-6	1
> COc1ccc2[nH]c(C)c(CCNCc3cn(C)c4ccccc34)c2c1
  -2.1	-2	nt	-3	nt	0.3	34	0
> CN1CC(C(=O)c2ccc(Cl)cc2)C(c2ccc(N(C)C)cc2)C1 (configuration not stated)
  nt	0	nt	2	1	0.0	-9	nt
> NCCc1ccc(S(N)(=O)=O)cc1
  0.0	-1	nt	-3	-1	0.0	-8	nt
> CCOc1cc(CNCCc2c[nH]c3ccccc23)cc(Cl)c1OC
  0.4	2	nt	2	12	0.0	-6	nt
> C[C@H]1C[C@@H](C)C(=O)[C@@H]([C@H](O)CC2CC(=O)NC(=O)C2)C1
  nt	5	-5	0	-4	nt	-1	-68

Some of the compounds tested; rates above refer to the full screens.
